# GPR7 antag = GPR7 receptor antagonists, primary screen, cell-based, fluorescence, single concentration; Neuropeptides B/W receptor type 1 (Homo sapiens), P48145; GPR7-expressing cells, fluorescence antagonist assay; inhibition, % at 4.4 µM; 290,000 tested, 1.1% active; in the data active = inhibition above about 16%, passing the limit was not always enough;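 also: cells stimulated with the agonist NPW; 0% = agonist with vehicle and 100% = vehicle without agonist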
# Target sequence (P48145 whole entry, looked up): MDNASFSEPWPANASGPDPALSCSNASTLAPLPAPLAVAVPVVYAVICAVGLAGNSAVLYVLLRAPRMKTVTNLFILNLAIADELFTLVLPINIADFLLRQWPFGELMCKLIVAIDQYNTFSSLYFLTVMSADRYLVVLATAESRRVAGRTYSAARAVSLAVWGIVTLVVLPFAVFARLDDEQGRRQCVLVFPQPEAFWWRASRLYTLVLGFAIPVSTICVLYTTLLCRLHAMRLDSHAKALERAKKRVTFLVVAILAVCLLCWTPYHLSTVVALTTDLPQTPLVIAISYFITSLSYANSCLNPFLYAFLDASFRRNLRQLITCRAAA
# MEKK2mut PB1 HTS = MEK5 binding signal on mutant MEKK2 PB1, primary screen, biochemical, multiplex bead flow cytometry, Alexa488-MEK5. Alexa488-MEK5 binding to MEKK2 mutant. percent response, % at 10 µM. 290,000 tested, 0.35% active. AID 1530, 2009; in the data active = percent response above about 24%, passing the limit was not always enough; also: inactives centre near 1; some results filed as inactive read as strong as hits; reference of the scale not given here
# PfM18AAP inh = PfM18AAP inhibitors, malaria aminopeptidase, primary screen, biochemical, QFRET, recombinant enzyme; M18 aspartyl aminopeptidase (Plasmodium falciparum 3D7); inhibition, % at 7.35 µM; H-Glu-NHMec fluorogenic cleavage; 290,000 tested, 1.2% active; AID 1822, 2009;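 active = inhibition above the campaign mean inhibition over all tested compounds plus 3 SD, cut at about 28% in these data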;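 also: 0% = plate median of test compound wells and 100% = 2 mM ZnCl2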
# NALP1 inh = NALP1 inflammasome inhibitors in reconstituted yeast, colorimetric, S. cerevisiae, triplicate retest; S. cerevisiae NALP1/ASC/caspase-1 growth, X-gal OD620, 72 h; inhibition, % at 10 µM; 280,000 tested, 0.61% active; in the data active = inhibition mostly above about 24%, no sharp cut-off; inactive = mostly below about 32%; also: some compounds called inactive have numbers as strong as hits
# FID counter = compounds displacing fluorescent DNA intercalator, primary screen, artefact control for HCV NS3 helicase inhibitor project, biochemical, FID fluorescence; 290,000 tested, 0.17% active; DNA fluorescent intercalator displacement; inhibition, % at 7.9 µM; in the data active = inhibition above about 37%;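 also: 0% = vehicle and 100% = reference compound; higher means more ethidium bromide displaced from hairpin DNA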
# OXTR ag = human OXTR agonists, primary screen, fluorescence, CHO-OTR cells, Fluo-8 calcium; Oxytocin receptor (Homo sapiens), P30559; activation, % at 3 µM; AID 2435, 2010; 320,000 tested, 0.32% active; Fluo-8 calcium fluorescence; normalized: DMSO 0%, oxytocin 100%;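 active = activation above the mean of all tested compounds plus 3 SD, cutoff set per screening run, cut at about 20% in these data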;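 also: peak over basal fluorescence ratio from a 100 s FLIPR kinetic read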
# Target sequence (P30559 whole entry, looked up): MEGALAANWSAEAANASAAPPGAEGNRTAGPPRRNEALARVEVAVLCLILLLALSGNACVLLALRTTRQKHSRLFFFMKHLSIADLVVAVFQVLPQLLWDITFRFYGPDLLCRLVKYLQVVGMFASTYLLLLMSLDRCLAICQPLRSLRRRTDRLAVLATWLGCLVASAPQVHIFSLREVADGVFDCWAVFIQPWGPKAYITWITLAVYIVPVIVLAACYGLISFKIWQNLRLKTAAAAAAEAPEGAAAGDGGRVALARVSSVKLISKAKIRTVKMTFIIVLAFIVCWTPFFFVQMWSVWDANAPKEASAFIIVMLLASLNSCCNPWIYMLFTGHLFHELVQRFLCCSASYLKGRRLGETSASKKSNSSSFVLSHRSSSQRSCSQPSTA
# MEKK2wt PB1 HTS = modulators of MEK5 binding to wildtype MEKK2, primary screen, biochemical, multiplex bead flow cytometry, Alexa488-MEK5; Alexa488-MEK5 binding to MEKK2 WT; actives lie on both sides; binding response (% of control), % at 10 µM; 290,000 tested, 1.1% active; AID 1531, 2009; in the data active = binding response below about 67% or above about 130%
# MEKK3 PB1 HTS = modulators of MEKK3-MEK5 PB1 binding, primary screen, biochemical, wildtype MEKK3, multiplex bead flow cytometry, Alexa488-MEK5 | bead-based flow cytometry, Alexa488-MEK5 binding to MEKK3; actives lie on both sides; 0 = blocked by unlabeled MEK5, 100 = vehicle | binding response (% of control), % at 10 µM | 290,000 tested, 1.4% active;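 active = binding response more than 3 SD above or below the average of its plate-row segment, actives on both sides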;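 also: Alexa488 bead fluorescence after subtracting the streptavidin-only scavenger bead signal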
# PHOSPHO1 block = PubChem AID 1565; recombinant PHOSPHO1, absorbance phosphatase assay; inhibition, % at 13.3 µM; Phosphoethanolamine/phosphocholine phosphatase (Homo sapiens), Q8TCT1; 290,000 tested, 1.1% active; in the data active = inhibition above about 60%
# Target sequence (Q8TCT1 whole entry, looked up): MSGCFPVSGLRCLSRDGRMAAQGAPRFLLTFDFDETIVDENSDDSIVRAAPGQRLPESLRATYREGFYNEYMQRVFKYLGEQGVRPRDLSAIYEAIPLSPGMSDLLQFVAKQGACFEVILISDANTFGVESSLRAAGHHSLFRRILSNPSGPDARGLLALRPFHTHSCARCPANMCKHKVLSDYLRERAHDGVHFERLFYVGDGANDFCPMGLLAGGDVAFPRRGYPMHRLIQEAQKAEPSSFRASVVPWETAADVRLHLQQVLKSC
# * hit, by the source's call; / = no result given.
# Preview, 10 compounds:
Molecule	GPR7 antag	MEKK2mut PB1 HTS	PfM18AAP inh	NALP1 inh	FID counter	OXTR ag	MEKK2wt PB1 HTS	MEKK3 PB1 HTS	PHOSPHO1 block
COC(=O)N/N=C/c1c[nH]c2ccccc12	2	0	-14	26	2	1.4	102	101	-7
Cc1ccc(N2C(=O)C3C4C=CC(CC4)C3C2=O)cc1Cl (stereo unspecified)	-6	12	-9	17	-12	-1.9	106	106	39
c1ccc2c(CNCCN3CCOCC3)cccc2c1	-11	15	1	4	6	0.0	110	105	16
CC(=O)Nc1sc2c(c1C(c1ccccn1)N1CCN(C)CC1)CCCC2 (stereo unspecified)	-15	-3	-14	0	17	0.0	97	98	-10
COc1nccnc1NS(=O)(=O)c1ccc(NC(=S)NC(=O)c2ccccc2)cc1	-5	0	12	22	-20	-0.2	103	107	14
Cc1cc(C)cc(C(=O)NCC(=O)OC(C)C(=O)N(C)c2ccccc2)c1 (stereo unspecified)	-8	-3	-2	4	-20	-1.0	98	98	16
CC1(C)OC(=O)C(=CNNc2c(Cl)cc(Cl)cc2Cl)C(=O)O1	0	-3	-4	8	-3	-0.8	94	96	-3
Cc1ccc(-c2cc(-c3ccc(F)cc3)c(C#N)c(N)n2)o1	-6	-3	2	32	-2	-0.8	96	106	-12
Cc1cc2c(C)nc(N/N=C/c3ccc([N+](=O)[O-])cc3)nc2o1	-3	2	30*	23	-6	0.0	109	96	-1
CCS(=O)(=O)N1CCN(C(=O)c2cccnc2)CC1	-1	-3	6	-10	-4	0.1	96	102	16

# The whole of this part (from the top)
Molecule	GPR7 antag	MEKK2mut PB1 HTS	PfM18AAP inh	NALP1 inh	FID counter	OXTR ag	MEKK2wt PB1 HTS	MEKK3 PB1 HTS	PHOSPHO1 block
COC(=O)N/N=C/c1c[nH]c2ccccc12	2	0	-14	26	2	1.4	102	101	-7
Cc1ccc(N2C(=O)C3C4C=CC(CC4)C3C2=O)cc1Cl (stereo unspecified)	-6	12	-9	17	-12	-1.9	106	106	39
c1ccc2c(CNCCN3CCOCC3)cccc2c1	-11	15	1	4	6	0.0	110	105	16
CC(=O)Nc1sc2c(c1C(c1ccccn1)N1CCN(C)CC1)CCCC2 (stereo unspecified)	-15	-3	-14	0	17	0.0	97	98	-10
COc1nccnc1NS(=O)(=O)c1ccc(NC(=S)NC(=O)c2ccccc2)cc1	-5	0	12	22	-20	-0.2	103	107	14
Cc1cc(C)cc(C(=O)NCC(=O)OC(C)C(=O)N(C)c2ccccc2)c1 (stereo unspecified)	-8	-3	-2	4	-20	-1.0	98	98	16
CC1(C)OC(=O)C(=CNNc2c(Cl)cc(Cl)cc2Cl)C(=O)O1	0	-3	-4	8	-3	-0.8	94	96	-3
Cc1ccc(-c2cc(-c3ccc(F)cc3)c(C#N)c(N)n2)o1	-6	-3	2	32	-2	-0.8	96	106	-12
Cc1cc2c(C)nc(N/N=C/c3ccc([N+](=O)[O-])cc3)nc2o1	-3	2	30*	23	-6	0.0	109	96	-1
CCS(=O)(=O)N1CCN(C(=O)c2cccnc2)CC1	-1	-3	6	-10	-4	0.1	96	102	16
CC(=O)C1C(c2ccccc2OC(F)F)NC(=O)NC1(O)C(F)(F)F (stereo unspecified)	-4	/	5	13	1	0.2	/	/	38
COC(=O)c1ccccc1NC(=O)Cc1ccccc1OC	2	-1	-3	8	-14	-2.8	98	122	2
O=C(NCCc1ccccc1)c1ccc(CS(=O)(=O)c2ccc(Cl)cc2)o1	-5	-2	2	-11	-26	0.5	95	94	2
FCCCOc1ccc(/C=N/OCc2ccc(Cl)cc2)cc1	-20	11	-8	20	-1	0.6	105	108	7
CC1CCN(S(=O)(=O)c2nnc(NC(=O)c3cccc(Cl)c3)s2)CC1	9	-5	-5	6	-16	6.4	99	101	33
O=C(NC(=S)Nc1ccc(N2CCOCC2)c(Cl)c1)c1cncc(Br)c1	0	-2	-3	10	-14	1.3	95	95	-4
COC(=O)CC1SCCNC1=O (stereo unspecified)	0	12	-3	-1	0	-0.5	103	102	21
CCOc1ccc(NC(=S)N2CCc3cc(OC)c(OC)cc3C2COc2ccc3c(C)cc(=O)oc3c2)cc1 (stereo unspecified)	4	0	-6	5	10	-1.1	100	97	-21
c1ccc(-n2ncc3c(NCc4ccc5c(c4)OCO5)ncnc32)cc1	15	8	5	17	-9	-1.2	110	107	-5
CCOc1ccc(NC(=O)CCN2CCN(c3ccccc3OC)CC2)cc1	-10	-13	-5	22	3	0.0	82	76	-20
COc1cc(CNC2CCCc3ccccc32)cc(OC)c1OC (stereo unspecified)	-3	1	-4	2	20	-0.9	103	101	8
COP(=O)(OC)c1nc(-c2cccc3ccccc23)oc1N1CCOCC1	-6	-3	-8	1	-28	-2.2	91	93	-32
CC(NS(=O)(=O)/C=C/c1ccccc1)C(=O)NCCc1ccc(S(N)(=O)=O)cc1 (stereo unspecified)	4	-6	5	-11	4	0.2	95	100	36
Nc1cc(N)nc(SCC(=O)NCC2CCCO2)n1 (stereo unspecified)	0	-3	-5	-4	0	-0.7	97	98	9
Cc1nc2nc(C)c(CCC(=O)NC(C)c3ccc4c(c3)OCCO4)c(C)n2n1 (stereo unspecified)	-5	0	-4	-2	-4	0.1	98	96	-11
Nc1cc(C(=O)O)ccc1N1CCCCC1	-8	2	7	4	-10	-0.3	83	81	4
N=c1c(-c2nc3ccccc3[nH]2)cc(C(=O)c2ccco2)nn1-c1ccccc1	10	-1	-1	36	5	0.2	99	101	-3
Nc1ccc(N2CCN(c3cccc(Cl)c3)CC2)cc1	-3	2	1	34	-1	0.2	97	94	-11
CC(C)N1CCN(Cc2cccn2-c2cccnc2)CC1CCO (stereo unspecified)	-3	-10	1	8	6	0.1	91	100	3
CC1=CCC2C(=O)N(c3nc4ccccc4n3C)C(=O)C2C1 (stereo unspecified)	-14	15	-13	/	-4	1.8	127	119	-16

# (listing goes on)
# Below each compound – GPR7 antag, MEKK2mut PB1 HTS, PfM18AAP inh, NALP1 inh, FID counter, OXTR ag, MEKK2wt PB1 HTS, MEKK3 PB1 HTS, PHOSPHO1 block
CSc1ncccc1C(=O)OCC(=O)NC1CCS(=O)(=O)C1 (stereo unspecified)
  7, -7, -20, 3, -4, 0.9, 94, 86, 6
CCCC(OC(=O)CC1Sc2ccccc2NC1=O)C(=O)NCc1ccco1 (stereo unspecified)
  -5, -13, 2, 34, -28, -0.9, 78, 82, -19
CCc1cc2cc(C)cc(C)c2nc1SCC(=O)NNC(=O)c1ccco1
  7, -1, 3, 23, -4, -1.0, 100, 107, -22
C/C(=N\OCc1ccc(C#N)cc1)c1ccc(S(=O)(=O)N(C)C)cc1
  12, 2, -15, 21, -22, 7.3, 110, 108, 34
CCN(Cc1ccncc1)C(=S)Nc1ccc(Cl)cc1
  -10, 0, -1, 2, -5, 4.5, 100, 106, 16
Cc1nnc(SCc2cc(=O)[nH]c(Nc3nc(C)c4cc(C)c(C)cc4n3)n2)s1
  -2, -19, -12, -2, -4, 2.1, 80, 98, 36
COc1cccc(C(=O)N/N=c2\sc3ccccc3n2C)c1
  -8, 4, -5, 36, -24, -0.8, 100, 104, -10
CN(C)/N=C/c1ccc(/C=N/NC(N)=S)o1
  -15, 2, 16, -19, -2, 0.2, 97, 99, -118
Cc1ccc2c(c1)N(CC(=O)NCC1CCCO1)C(=O)CO2 (stereo unspecified)
  6, -4, -5, 5, -5, 1.5, 92, 93, 10
Cc1ccccc1NC(=O)CSc1nc(N)c(C#N)cc1C#N
  -9, 5, 11, -7, -2, 0.7, 107, 106, 4
Nc1nnnn1/N=C/c1ccccc1OCc1ccc(Cl)cc1
  11, 2, -1, 4, -8, -2.7, 99, 101, 0
COc1nc(C)nc2c1sc1nc3c(cc12)COC(C)(C)C3
  -14, 6, -6, 14, -7, 0.3, 98, 99, 6
Cc1cc(C)n2nc(S(=O)(=O)N(CC(C)C)CC(C)C)nc2n1
  -8, 1, 0, 31, -2, 0.0, 93, 92, -6
Cc1cccc(NC(=O)CSc2nc3[nH]ncc3c(=O)n2-c2ccccc2)c1
  -2, -2, 36*, 23, -13, 1.1, 93, 92, -15
Cc1cc(NS(=O)(=O)c2ccc(NC(=S)NC(=O)c3cccc(S(=O)(=O)N(C)C)c3)cc2)no1
  -12, -1, 3, -5, -33, -0.2, 98, 100, -77

# Remaining list, next part.
# Below each compound – GPR7 antag, MEKK2mut PB1 HTS, PfM18AAP inh, NALP1 inh, FID counter, OXTR ag, MEKK2wt PB1 HTS, MEKK3 PB1 HTS, PHOSPHO1 block
Cc1ccc(C)n1Cc1ccccc1Cl
  -17, -7, 1, 5, -4, -0.3, 95, 96, 15
CC(C)(C)C(=O)/C=C(\N)c1ccncc1
  -9, 2, 0, 17, 4, 1.5, 97, 93, 16
O=C(NC1CCCC1)C(c1ccco1)N(C(=O)c1ccco1)c1ccc(F)cc1 (stereo unspecified)
  -8, -1, 8, -7, -30, -1.6, 96, 102, 46
COc1ccc2sc3ccccc3c(=O)c2c1
  1, 1, 2, 17, -4, -1.6, 97, 101, 26
COCNc1nc(OCC#N)nc(N(C)C)n1
  -2, -2, -13, -2, 1, 2.9, 95, 96, 1
CCc1c(C(=O)NN2C(=O)C3CCCCC3C2=O)csc1C (stereo unspecified)
  7, -2, 4, 24, -4, -0.2, 97, 100, -1
COc1ccc(NCC(O)Cn2c(C)c(C)c3ccccc32)cc1 (stereo unspecified)
  11, -3, 9, 11, 10, 4.6, 98, 92, 37
COc1ccc(CN2CC(C(=O)NCCC(C)C)CC2=O)cc1 (stereo unspecified)
  -16, 3, -9, -1, -8, 1.0, 102, 103, 4
CCOC(=O)c1sc(NC(=O)C(CC)Sc2nccn2C)nc1C (stereo unspecified)
  -8, 5, -17, 15, -11, -2.3, 99, 106, 3
CCc1ccccc1N(CC(=O)N1CCN(c2ccc(F)cc2)CC1)S(C)(=O)=O
  -9, 3, -7, -9, -25, 2.5, 98, 99, -36
Cc1ccc(CNC(=O)C2CCC(=O)N(Cc3ccc(Cl)cc3)C2)cc1F (stereo unspecified)
  8, 2, -2, -4, -39, /, 106, 104, -1
COc1ccccc1NS(=O)(=O)c1cc(NC(=O)c2cccs2)ccc1N1CCCC1
  -14, -1, 36*, -14, -2, -1.6, 111, 95, 64*
O=C(c1ccc(Cl)cc1)N1CCc2c([nH]c3ccccc23)C1C(F)(F)F (stereo unspecified)
  -19, 4, -3, 18, -30, -2.8, 101, 105, 34
O=C(Cc1cccc2ccccc12)N1CCCc2ccccc21
  27, 5, -1, 16, -18, -1.5, 106, 109, 20
